# NRP1-CendR mod: NRP-1/CendR interaction modulation | O14786 | inhibition, % at 25 µM | 360,000 compounds, 0.85% hits | FAM-RPARPAR peptide binding to NRP-1, fluorescence polarization;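 active means inhibition or corrected inhibition above about 18%, plus a signal ratio from 0.5 to 1.5, limit read from the data, passing the limit was not always enough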; further: strong numbers were not always called active
# Target sequence (O14786 whole entry, looked up): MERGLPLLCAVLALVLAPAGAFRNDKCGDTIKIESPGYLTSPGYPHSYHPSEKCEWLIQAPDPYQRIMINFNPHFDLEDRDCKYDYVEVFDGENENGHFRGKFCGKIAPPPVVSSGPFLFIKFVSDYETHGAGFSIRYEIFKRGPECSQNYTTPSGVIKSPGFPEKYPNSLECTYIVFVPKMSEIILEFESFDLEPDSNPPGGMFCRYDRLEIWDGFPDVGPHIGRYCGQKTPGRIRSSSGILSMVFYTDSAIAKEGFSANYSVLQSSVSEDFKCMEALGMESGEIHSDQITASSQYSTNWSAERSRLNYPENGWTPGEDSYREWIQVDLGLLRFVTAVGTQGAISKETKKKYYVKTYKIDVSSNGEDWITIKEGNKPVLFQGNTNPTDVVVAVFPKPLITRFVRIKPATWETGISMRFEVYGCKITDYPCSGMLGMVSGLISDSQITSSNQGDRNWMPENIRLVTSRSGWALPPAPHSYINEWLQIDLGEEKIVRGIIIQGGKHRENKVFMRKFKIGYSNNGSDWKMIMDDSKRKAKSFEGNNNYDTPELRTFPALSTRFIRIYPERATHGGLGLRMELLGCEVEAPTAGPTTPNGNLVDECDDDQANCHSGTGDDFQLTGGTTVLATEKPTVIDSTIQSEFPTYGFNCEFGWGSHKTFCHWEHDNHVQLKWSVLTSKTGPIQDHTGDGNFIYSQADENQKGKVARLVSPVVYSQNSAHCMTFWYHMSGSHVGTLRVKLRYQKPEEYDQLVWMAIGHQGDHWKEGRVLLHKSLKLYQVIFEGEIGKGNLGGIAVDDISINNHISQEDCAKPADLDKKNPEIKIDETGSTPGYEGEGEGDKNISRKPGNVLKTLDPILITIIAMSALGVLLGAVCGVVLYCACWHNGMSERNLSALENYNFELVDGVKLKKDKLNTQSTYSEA
# E coli Lon inh: E. coli protease La inhibition | P0A9M0 | purified E. coli Lon protease, fluorescence polarization | inhibition, % at 7.94 µM | 360,000 compounds, 0.42% hits; in the data active means inhibition above about 13%, passing the limit was not always enough;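 further: 0% = enzyme with probe and DMSO and 100% = no enzyme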
# bovine MsrA act: bovine methionine sulfoxide reductase A activation; purified bovine MsrA, absorbance read-out; activation, % at 10.6 µM; 360,000 compounds, 0.3% hits; in the data active means activation above about 7.5%;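 further: 0% = vehicle and 100% = reference activator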
# TbMetRS inhib: blocks T. brucei methionyl-tRNA synthetase activity | inhibition, % at 11.9 µM | 360,000 compounds, 0.4% hits | purified T. brucei MetRS, ATP depletion, Kinase-Glo luminescence;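 active means inhibition above a per-plate cutoff of the control wells' mean inhibition plus 3 SD, cut at about 5.5% in these data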;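 further: 0% = DMSO wells median and 100% = median of wells with control inhibitor compound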
#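 technique = Kinase-Glo luminescence, ATP depletion format | system = purified MetRS (methionyl-tRNA synthetase) enzyme from Trypanosoma brucei | timing = 15 min preincubation, 2 h reaction, all 25 °C | evaluation = percent inhibition versus plate control medians | dosing = single dose, 11.9 µM final nominal, 0.9% final DMSO | also added = substrates ATP, L-methionine and bulk Escherichia coli tRNA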
# SUMO1 PPI mod: SUMO1-SIM interaction modulation. P63165. SUMO1 binding to a labelled peptide, TR-FRET, 1 h. inhibition, % at 20 µM. 360,000 compounds, 0.33% hits; in the data active means inhibition above about 37%
# Target sequence (P63165 whole entry, looked up): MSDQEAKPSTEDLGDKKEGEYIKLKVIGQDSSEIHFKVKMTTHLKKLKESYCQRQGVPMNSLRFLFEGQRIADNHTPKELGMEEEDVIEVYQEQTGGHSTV
# MsrA inhibitor: inhibits bovine methionine sulfoxide reductase A. purified bovine MsrA, absorbance read-out. inhibition, % at 15.5 µM. 360,000 compounds, 0.75% hits. AID 651718; in the data active means inhibition above about 4.5%;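 further: 0% = vehicle wells with enzyme and 100% = reference inhibitor wells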
# LMPTP block: LMPTP (human) inhibition. 360,000 compounds, 0.22% hits. recombinant LMPTP-A, OMFP fluorogenic substrate, fluorescence intensity. inhibition, % at 20 µM;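 active means compounds that cut the enzyme signal by at least half of the control window in the single-dose screen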;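 further: plate controls were DMSO wells with enzyme plus substrate for no effect and substrate without enzyme for full effect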
#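 Test system – LMPTP-A phosphatase enzyme · Quantity – 0.625 nM LMPTP-A final · Reagent – OMFP substrate, 400 µM final · Dosing – one test concentration per compound, 20 µM, with 3% DMSO overall · Timing – 50 min enzyme reaction at room temperature, protected from light · Detection – fluorescence intensity · Controls – substrate-only low control, DMSO enzyme-plus-substrate high control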
# STEP inh: blocks human striatal-enriched tyrosine phosphatase | inhibition, % at 20 µM | 360,000 compounds, 0.25% hits | recombinant STEP, OMFP fluorogenic substrate, fluorescence | P54829;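 active means inhibition at 20 µM, scaled per plate between control wells, above about 37%, limit read from the data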;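 further: 0% = DMSO with enzyme and substrate and 100% = substrate only without enzyme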
#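 Assay system: isolated STEP enzyme / Timing: 20 min at room temperature, dark / Doses: 20 µM, 1% DMSO / Technique: fluorescence intensity, excitation 480 nm, emission 540 nm / Reagent: fluorogenic phosphatase substrate OMFP at 25 µM final / Measure: percent inhibition scaled to no-enzyme and uninhibited-enzyme controls, plate-pattern corrected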
# DNMT1 block: blocks human DNA methyltransferase DNMT1 | P26358 | DNMT1 molecular beacon, Hinp1I cleavage, fluorescence | inhibition (reported as % activation of signal), % at 10 µM | 360,000 compounds, 0.83% hits; in the data active means inhibition above about 50%
# Scp-1 inhibitor: inhibitors of human Scp-1 phosphatase; 340,000 compounds, 0.88% hits; inhibition, % at 20 µM; Recombinant Scp1, phosphopeptide, malachite green phosphate absorbance;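 active means inhibition above about 50% at 20 µM, limit read from the data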;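 further: plate controls were DMSO wells with enzyme for no effect and wells lacking enzyme for full effect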
#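 assay system = SCP-1 phosphatase catalytic domain, residues 76-261 | buffer or medium = 50 mM Tris acetate pH 5.5, 0.005% Tween-20, 10 mM MgCl2 | incubation = enzyme reaction 45 min at room temperature, colour 5 min, stabilisation 30 min | signal = Phosphate-binding colour reagent, absorbance read at 630 nm | measure = % inhibition at 20 µM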
# * = called active by the depositor; . = no result given. Not a hit list; overall some 4.3% were active at least once.
NRP1-CendR mod,E coli Lon inh,bovine MsrA act,TbMetRS inhib,SUMO1 PPI mod,MsrA inhibitor,LMPTP block,STEP inh,DNMT1 block,Scp-1 inhibitor,SMILES
-8,-3,-4,0.3,1,1.6,3.2,-5,-22,-13,O=C(/C=C/c1ccco1)NC(=S)Nc1nc(-c2ccc3ccccc3c2)cs1
7,-5,-1,0.0,-3,2.0,0.6,0,-3,-15,CCc1cc(C(=O)OC)c(NC(=O)C2CC(=O)NN2Cc2ccccc2)s1 (stereo not drawn)
-2,5,-1,0.6,-3,-0.5,1.2,-3,0,-1,S=C(NCCc1ccc(Cl)cc1)NC1CC1
7,-13,5,0.1,4,-0.6,0.0,-2,-1,-16,Cc1cc(C)cc(OCc2nnc(SCC(=O)N3CCCCC3)o2)c1
-1,7,-2,-0.4,3,-1.8,-7.4,1,-7,-8,CCCCn1c(N)c(N(CC(C)C)C(=O)CN2C(=O)NC3(CCC(C(C)(C)CC)CC3)C2=O)c(=O)[nH]c1=O (stereo not drawn)
-13,-12,-2,-0.4,4,-0.5,-0.9,-2,-2,1,CCN(CC)C(=O)c1cccc(NC(=O)CCc2nc3sc4c(c3c(=O)[nH]2)CCCC4)c1
-4,15,-3,0.2,-20,-0.6,0.0,3,-9,-7,COc1ccc([N+](=O)[O-])cc1NC(=O)C(C)Sc1nc(C)c(C)c(C)n1 (stereo not drawn)
-9,-1,-2,-0.2,7,0.6,-0.4,-2,0,-3,O=C(CSc1nnc(NC(=O)c2ccccc2F)s1)NC1CCCC1
7,6,-4,-0.3,3,0.6,0.3,-2,-1,4,Cc1ccc(N(CC(=O)NC2CCCC2)C(=O)CCC(=O)Nc2nc(C)cs2)cc1
-26,-4,-2,0.0,1,.,-0.1,-3,-5,-4,CC1(C)S[C@@H]2[C@H](NC(=O)C(C(=O)O)c3ccccc3)C(=O)N2[C@H]1C(=O)O (stereo partly drawn)
0,-4,-9,-0.2,3,-0.7,3.0,1,4,-9,CCCCn1c(SCC(=O)N2c3ccccc3CCc3ccccc32)nc2c1c(=O)n(C)c(=O)n2C
12,6,-3,-0.2,6,-0.4,1.5,-4,-7,-12,O=C(Nc1ccc(NS(=O)(=O)c2ccccc2)cc1)c1ccccc1
-10,-1,-5,2.1,1,-0.4,0.1,1,0,-8,O=C(NCc1ccc2c(c1)OCO2)c1nnc(Cc2ccc(Cl)cc2)o1
10,0,-4,-0.1,4,1.0,0.8,1,-1,-5,CN1C(=O)CCC2(c3ccccc3)CC=C(O)C=C12 (stereo not drawn)
-7,-4,-5,-0.1,-2,1.0,-0.4,1,8,-3,Cc1ccccc1CC1(CO)CCCN(C(=O)c2ccccc2Cl)C1 (stereo not drawn)
-2,-2,-1,2.0,-6,-1.5,-2.9,-2,-5,0,Clc1cccc(CNCCCSc2ncccn2)c1Cl
-1,4,-10,-1.4,5,-0.4,0.3,2,3,.,CC1=C(C(=O)N(C(C)C)C(C)C)CC(CC(=O)NCc2cccs2)C(=O)N1Cc1ccc(F)cc1 (stereo not drawn)
-5,6,-7,-0.2,-1,.,0.0,2,-1,-6,CN(C)c1ccc(CNC(=O)CCNS(=O)(=O)c2cc(Br)cnc2N)cc1
7,-1,-3,-0.3,-57,2.2,-9.4,0,0,-10,CCOC(=O)C1CCN(C(=O)COC(=O)c2cc([N+](=O)[O-])ccc2N2CCOCC2)CC1
-2,-6,-3,-0.6,-2,1.8,-0.2,-2,-2,-5,CCOC(=O)/C=C/C(=O)OCC(=O)NC(c1ccccc1)c1ccccc1
8,10,-13,-2.1,-1,-0.6,-1.9,0,10,0,CNC(=S)NC1CC2CCCC(C1)N2Cc1ccco1 (stereo not drawn)
-14,-2,-9,-0.4,1,1.5,-1.0,-1,4,1,COC(=O)C1CCCN1C(=O)COc1ccc(Br)cc1Cl (stereo not drawn)
2,17,-2,-0.7,5,-0.2,-1.2,0,1,-5,CCCN(CCC)CCCNC(=O)Cn1cnc2sc(C)c(S(=O)(=O)N3CCOCC3)c2c1=O
5,13,1,-0.2,3,0.1,1.6,0,2,-4,CCC1CN(C(=O)Nc2ccc(C)cc2)c2cc(C)ccc2O1 (stereo not drawn)
-9,2,-5,-0.3,-2,4.0,4.7,2,-1,-8,COCCOCCn1c(/C=C/c2ccccc2)nc2ccccc21
-15,20,-3,-0.5,1,1.8,-0.8,2,0,-9,COCCCNC(=O)CSc1nc2sc(C(=O)OC)c(C)c2c(=O)n1N
-12,3,-4,-0.2,1,2.0,4.5,4,-3,0,CCC(C)OC(=O)C(C)Oc1ccc(-c2ccccc2)cc1 (stereo not drawn)
4,-4,-12,-1.1,-4,0.1,0.1,-2,1,11,CCC(CC)C(=O)c1c[nH]c(C(=O)O)c1
-4,-1,-2,-0.6,5,-0.6,-1.5,-1,0,.,COc1cccc(-c2cc(CNC(=O)[C@H]3O[C@@H](n4ccc(=O)[nH]c4=O)[C@H](O)[C@@H]3O)no2)c1
8,5,-4,-0.3,-2,-0.6,-2.6,4,-1,-2,COc1ccc2nc(NC(=O)c3ccc(-n4nc(C)cc4C)cc3)sc2c1
9,4,-3,-0.6,-3,3.8,1.1,1,-6,-6,CC1(C)CC(=O)C2=C(C1)Nc1ccccc1NC2c1cc(Cl)ccc1O (stereo not drawn)
10,3,-9,-1.3,-4,1.0,-1.4,1,2,.,O=C(O)c1cc(Cl)n[nH]c1=O
-4,1,-2,-0.7,-2,0.3,-1.8,-2,-2,0,O=C(NCCCNC(=O)c1cccs1)c1cccs1
-4,-11,-2,0.9,4,1.0,-0.2,-3,-3,-9,CCOC(=O)Cn1c(=O)oc2cc(S(=O)(=O)NC(C)c3ccccc3)ccc21 (stereo not drawn)
4,-7,-1,0.1,1,-0.6,-2.1,-2,0,.,CCCS(=O)(=O)NC(=O)C1(C)CCCN(C(=O)c2c(F)ccc(C)c2F)C1 (stereo not drawn)
6,-5,1,-0.2,3,0.9,-2.2,4,4,-11,COCCCNC(=S)NNC(=O)c1cccnc1
-11,5,-4,0.0,-7,-0.1,13,0,25,-2,N#Cc1cccc(Oc2ccc(-c3cnc4ccccc4n3)cc2)c1C#N
-6,-1,-1,-0.1,0,1.7,2.9,0,-15,-6,Cc1cccc(-c2oc3ccccc3c2C#CCCCCO)c1
4,-2,-2,-0.3,-5,1.5,2.3,3,16,3,CCOC(=O)C1(Cc2cccc(OC)c2)CCN(C/C=C/c2ccccc2)CC1
6,-8,-1,-0.2,-2,-0.5,0.1,-4,-8,-3,Cc1ccc(NC(=O)C(c2ccccc2)N2CCN(CC(=O)NC3CC3)CC2)cc1Cl (stereo not drawn)

# Full records, quoted from the list. Order of values: NRP1-CendR mod, E coli Lon inh, bovine MsrA act, TbMetRS inhib, SUMO1 PPI mod, MsrA inhibitor, LMPTP block, STEP inh, DNMT1 block, Scp-1 inhibitor
# CCCN(CCC)CCCNC(=O)Cn1cnc2sc(C)c(S(=O)(=O)N3CCOCC3)c2c1=O is listed as 2, 17, -2, -0.7, 5, -0.2, -1.2, 0, 1, -5
# O=C(NCc1ccc2c(c1)OCO2)c1nnc(Cc2ccc(Cl)cc2)o1 is listed as -10, -1, -5, 2.1, 1, -0.4, 0.1, 1, 0, -8
# O=C(CSc1nnc(NC(=O)c2ccccc2F)s1)NC1CCCC1 is listed as -9, -1, -2, -0.2, 7, 0.6, -0.4, -2, 0, -3
# CC1(C)S[C@@H]2[C@H](NC(=O)C(C(=O)O)c3ccccc3)C(=O)N2[C@H]1C(=O)O (stereo partly drawn) is listed as -26, -4, -2, 0.0, 1, ., -0.1, -3, -5, -4

# Other structures
NRP1-CendR mod,E coli Lon inh,bovine MsrA act,TbMetRS inhib,SUMO1 PPI mod,MsrA inhibitor,LMPTP block,STEP inh,DNMT1 block,Scp-1 inhibitor,SMILES
-9,-3,-4,-0.4,-2,0.7,4.7,3,-1,-11,Cc1ccccc1OC1CCN(C(=O)c2cc(COc3ccccc3)on2)CC1
-6,0,-3,-0.3,-19,0.3,-2.0,2,-9,-13,COc1ccc2oc(C(=O)N3CCN(S(=O)(=O)c4c(C)c(C)cc(C)c4C)CC3)c(C)c2c1
10,-1,-4,-0.1,0,-0.6,-1.9,-3,-1,-3,Cc1nnc(SCCn2c(N3CCCCC3)nc3c2c(=O)[nH]c(=O)n3C)s1
4,3,-2,-0.7,-4,0.5,-0.1,-1,-3,1,Cc1ccc(C)c(C(C)NC(=O)c2ccncc2)c1 (stereo not drawn)
-1,5,-4,-0.4,0,0.8,0.6,1,1,-5,Cc1ccc(NC(=O)CSc2nnc(NC(=O)c3ccco3)s2)cc1
0,-6,-11,-0.4,-10,-0.9,0.5,0,-9,3,C[C@@H](O)CC#Cc1ccc2oc(=O)c(-n3cc(-c4ccsc4)nn3)cc2c1
3,0,-4,-0.3,0,0.7,-1.8,0,-7,-8,COC(=O)C1=C(C)OC(N)=C(C#N)C1c1c(C)nn(C)c1C (stereo not drawn)
-2,-2,-4,-0.7,-1,2.0,-1.9,0,3,-7,CC1(C)CC(=O)C=C(Nc2ccccc2)C1
16,-12,-2,0.4,-8,2.0,-0.3,1,2,2,CCC(=O)N1N=C(c2ccc(C)o2)CC1c1ccc(N(C)C)cc1 (stereo not drawn)
-15,1,-3,-1.2,2,0.9,-1.0,0,-1,-5,CN(C(=O)c1ccc(NC(=O)c2ccco2)cc1)c1ccccc1
-1,8,-5,-0.5,-3,-1.0,-0.9,0,3,-1,Cc1ccc(NC(=O)CN(C)C(=O)COC(=O)COc2ccc(C#N)cc2)cc1
-2,-10,-4,-0.5,5,0.7,-0.6,0,2,-4,COc1ccc(S(=O)(=O)N2CCOCC2)cc1NS(=O)(=O)c1ccc(F)c(F)c1
8,0,1,0.0,0,0.1,2.6,1,2,-2,COc1ccc(CCC(C)Nc2cccc(C)c2)cc1 (stereo not drawn)
12,-4,-6,0.1,-3,0.4,1.9,0,-4,-5,CC(C)COc1cccc(C(=O)NC(=S)NCc2cccnc2)c1
-7,4,2,-1.1,-2,1.4,-0.9,2,6,.,CCN(CC)C(=O)C1=C(C)N(Cc2ccc(C(C)(C)C)cc2)C(=O)C(CC(=O)NCc2cccs2)C1 (stereo not drawn)
6,-10,-4,-0.6,2,-1.2,-0.2,-2,0,-8,COC(=O)c1c(-c2ccc(Br)cc2)noc1N
6,-18,-12,-1.5,0,-0.6,-1.2,-8,-5,3,CCC(C)C(=O)Nc1ccc(OC)cc1OC (stereo not drawn)
-4,11,-10,-0.8,1,-0.7,-0.4,-3,1,3,Cc1cc(NC(=O)CN2C(=O)[C@@H]3[C@H](C2=O)[C@@H]2C[C@H]3C(Br)C2Br)no1 (stereo partly drawn)
0,-4,-5,-0.3,-4,-0.4,-0.2,8,-2,-5,O=C(CN1C(=O)C2C3C=CC(C3)C2C1=O)NC1CCCc2ccccc21 (stereo not drawn)

# Screening results: PubChem, several laboratories
